mIAP act = mouse IAP activation; muIAP, CDP-Star luminescence, 30 min; stronger effect = higher value; 1 = vehicle-only enzyme signal, 0 = enzyme-free wells; hit rate 0.24% among 330,000; activation factor at 10 µM; AID 2805;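 active = activation factor of at least 2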; also: the source names both 10 and 20 µM as test concentration; values of inactives mirror those of a sister screen read the other way
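System: mouse IAP enzyme. Reagent: CDP-Star chemiluminescent phosphatase substrate. Benchmarks: DMSO wells, no-enzyme wells. Times: 30 min enzyme-substrate-compound incubation at room temperature. Detection: luminescence from enzymatic CDP-Star hydrolysis. Doses: test compounds delivered from DMSO solution.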
HKDC1 inh = HKDC1 (human) hexokinase inhibition. inhibition, % at 20 µM. AID 493160. recombinant HKDC1, G6PDH/diaphorase resazurin coupled fluorescence. hit rate 0.16% among 340,000;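 active = inhibition above about 35% when tested at 20 µM, limit read from the data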;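 also: plate controls were DMSO wells with enzyme for no effect and DMSO wells lacking enzyme for full effect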
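test system = in-house recombinant HK5 (HKDC1) enzyme | amount = HKDC1 at 5 µg/mL | control set = DMSO-enzyme wells negative, buffer-substituted wells positive | compound = one dose of 20 µM, 1% DMSO | schedule = reaction time 90 min, room temperature, protected from light | technique = resorufin fluorescence at 613 nm | reagent = glucose with 1 mM ATP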
hIAP activ = human IAP activation; AID 2524; hit rate 0.16% among 330,000; activation factor at 10 µM; purified human IAP, CDP-Star luminescence, 30 min; stronger effect = higher value; 1 = vehicle-only enzyme, 0 = enzyme-free background; P09923;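 active = activation factor of the enzyme at least 2-fold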; also: the source names both 10 and 20 µM as test concentration; values of inactives mirror those of a sister screen read the other way
Target sequence (P09923 whole entry, looked up): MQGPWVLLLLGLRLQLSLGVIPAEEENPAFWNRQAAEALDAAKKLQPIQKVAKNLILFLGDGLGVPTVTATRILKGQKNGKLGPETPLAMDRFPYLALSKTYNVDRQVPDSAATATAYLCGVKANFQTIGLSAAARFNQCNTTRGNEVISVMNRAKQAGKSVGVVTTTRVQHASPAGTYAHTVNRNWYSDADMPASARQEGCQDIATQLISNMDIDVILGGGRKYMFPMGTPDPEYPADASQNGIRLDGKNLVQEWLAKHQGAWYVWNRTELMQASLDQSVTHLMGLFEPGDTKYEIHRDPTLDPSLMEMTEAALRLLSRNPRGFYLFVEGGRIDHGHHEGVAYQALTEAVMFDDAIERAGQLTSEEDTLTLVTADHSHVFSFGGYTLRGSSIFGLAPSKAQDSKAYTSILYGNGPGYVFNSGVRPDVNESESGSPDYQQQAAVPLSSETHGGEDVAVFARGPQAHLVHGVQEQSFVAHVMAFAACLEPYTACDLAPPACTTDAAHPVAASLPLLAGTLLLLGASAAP
ATG4B inhibitor = blocks human ATG4B protease cleavage of LC3 substrate; AID 504462; inhibition, % at 8.33 µM; ATG4B cleavage of LC3-PLA2, NBD-HPC fluorescence, 1 h; hit rate 0.51% among 340,000; Q9Y4P1; in the data active = inhibition above about 40%
A3A deaminase = blocks human APOBEC3A ssDNA deamination. P31941. inhibition, % at 20 µM. hit rate 0.41% among 330,000. recombinant A3A, FAM/TAMRA ssDNA deamination fluorescence. AID 493011;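 active = at least 40% inhibition at 20 µM here, with at most 30% in a related deaminase screen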;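 also: plate controls were A3A with DMSO for no effect and wells lacking A3A enzyme for full effect; some results filed as inactive read as strong as hits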
Target sequence (P31941 whole entry, looked up): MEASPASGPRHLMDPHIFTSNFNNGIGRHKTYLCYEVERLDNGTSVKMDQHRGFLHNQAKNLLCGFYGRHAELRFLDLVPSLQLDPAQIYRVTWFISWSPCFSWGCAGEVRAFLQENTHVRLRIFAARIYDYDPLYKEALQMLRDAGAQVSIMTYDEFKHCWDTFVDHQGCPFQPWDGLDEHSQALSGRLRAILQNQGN
PfGluPho inh = PfG6PD (Plasmodium falciparum) enzyme inhibition; hit rate 0.78% among 350,000; AID 504690; inhibition, % at 20 µM; PfGluPho enzyme, NADPH resazurin-diaphorase fluorescence;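 active = inhibition reaching at least a set limit at 20 µM in the primary screen, cut at about 59% in these data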;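 also: 0% = DMSO wells with substrate and 100% = DMSO wells lacking glucose-6-phosphate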
hIAP inh = human IAP inhibition; P09923; AID 2544; purified IAP, CDP-Star luminescence, 30 min; inhibition, % at 10 µM; hit rate 0.12% among 330,000;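 active = inhibition reaching a set limit with compound at 10 µM in the primary screen, cut at about 35% in these data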;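 also: plate controls were DMSO wells with enzyme for no effect and no-enzyme buffer wells for full effect; values of inactives mirror those of a sister screen read the other way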
mIAP inh = blocks mouse intestinal alkaline phosphatase; purified mouse IAP, CDP-Star luminescence, 30 min; inhibition, % at 10 µM; hit rate 0.2% among 330,000;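 active = inhibition of at least 40% at 10 µM in the primary screen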;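 also: plate controls were DMSO with enzyme for no effect and no enzyme wells for full effect; values of inactives mirror those of a sister screen read the other way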
* hit, by the source's call; nt = no result given.

Start of the listing, in advance:
SMILES	mIAP act	HKDC1 inh	hIAP activ	ATG4B inhibitor	A3A deaminase	PfGluPho inh	hIAP inh	mIAP inh
C#CCOCCOCCOCCNc1nc(N2CCN(C(=O)CCCCCCCCCCNC(=O)[C@H]([C@@H](C)CC)n3cc(CCCCCN)nn3)CC2)nc(N2CCN(C(=O)CCCCCCCCCCNC(=O)[C@@H]([C@H](C)O)n3cc(C)nn3)CC2)n1	2.1*	-10	1	16	0	55	-2	-113
COc1ccc(CNC(=O)C2=CC(c3ccc(OC)cc3)=NS(=O)(=O)N2C)cc1	1	-5	0.91	-7	-1	28	9	-1
O=C(Nc1ccon1)c1ccc(F)c(S(=O)(=O)N2CCCCC2)c1	1	4	1.3	3	-2	-13	-29	-4
O=C(CSc1nnc(CNC(=O)c2c(F)cccc2F)o1)NCc1ccc(F)cc1	1	-8	1.1	-2	5	6	-7	-2
Cc1cc(C)n(-c2cc(N3CCN(C(=O)c4ccc(C(C)(C)C)cc4)CC3)ccc2[N+](=O)[O-])n1	0.9	4	0.97	-22	-1	12	3	10
Cc1nc(-c2ccc(S(=O)(=O)Oc3ccccc3Cl)s2)cs1	0.89	-1	1	18	-4	6	0	11
CC(C)[N+](C)(C)CC#CC(O)(c1ccccc1)c1ccccc1	0.97	-5	0.78	2	65*	-1	22	3

The whole of this part, previewed entries included:
SMILES	mIAP act	HKDC1 inh	hIAP activ	ATG4B inhibitor	A3A deaminase	PfGluPho inh	hIAP inh	mIAP inh
C#CCOCCOCCOCCNc1nc(N2CCN(C(=O)CCCCCCCCCCNC(=O)[C@H]([C@@H](C)CC)n3cc(CCCCCN)nn3)CC2)nc(N2CCN(C(=O)CCCCCCCCCCNC(=O)[C@@H]([C@H](C)O)n3cc(C)nn3)CC2)n1	2.1*	-10	1	16	0	55	-2	-113
COc1ccc(CNC(=O)C2=CC(c3ccc(OC)cc3)=NS(=O)(=O)N2C)cc1	1	-5	0.91	-7	-1	28	9	-1
O=C(Nc1ccon1)c1ccc(F)c(S(=O)(=O)N2CCCCC2)c1	1	4	1.3	3	-2	-13	-29	-4
O=C(CSc1nnc(CNC(=O)c2c(F)cccc2F)o1)NCc1ccc(F)cc1	1	-8	1.1	-2	5	6	-7	-2
Cc1cc(C)n(-c2cc(N3CCN(C(=O)c4ccc(C(C)(C)C)cc4)CC3)ccc2[N+](=O)[O-])n1	0.9	4	0.97	-22	-1	12	3	10
Cc1nc(-c2ccc(S(=O)(=O)Oc3ccccc3Cl)s2)cs1	0.89	-1	1	18	-4	6	0	11
CC(C)[N+](C)(C)CC#CC(O)(c1ccccc1)c1ccccc1	0.97	-5	0.78	2	65*	-1	22	3
COc1ccccc1CNC(=O)CN1C(=O)NC(c2ccccc2)(c2ccccc2)C1=O	1.1	-2	1.1	-2	-3	3	-8	-10
Cc1c(CCO)c(=O)[nH]n1S(=O)(=O)c1ccc([N+](=O)[O-])cc1	0.96	-4	0.85	-8	-6	12	15	4
COCCN(CCOC)C(=O)c1c[nH]c2ccc(S(=O)(=O)N(C)c3ccc(F)cc3)cc2c1=O	0.87	-7	0.88	1	2	-8	12	13
O=C(Cc1ccc(Br)cc1)Nc1ccccc1Cl	1.1	-6	0.99	-7	-2	-9	1	-5
CCC(=O)Nc1ccc(NC(=O)c2ccccc2)nc1	0.88	-9	1	-13	-3	13	-4	12
Cc1cccc(NC(=O)c2cc([N+](=O)[O-])ccc2NC2CCCCC2)c1	0.82	-3	0.84	-8	1	11	16	18
CCCc1cc(C(=O)NCc2cccnc2)no1	0.94	-3	0.98	-6	3	2	2	6
Cn1c(Cl)c(/C=N/OC(=O)c2cccc(Cl)c2)c2ccccc21	0.95	-2	1	0	-5	-12	-2	5
Cc1ccc(O)c(C=Nc2ccc3[nH]ncc3c2)c1	0.68	2	0.91	0	-2	37	9	32
O=C(Cn1nnc(-c2ccc(CN3CCOCC3)cc2)n1)Nc1nc(-c2ccccc2)cs1	0.95	12	0.96	-22	-2	-31	4	5
COc1ccc(C(=O)C2CCCN(Cc3c(O)cccc3OC)C2)cc1OC (stereo not given)	1.1	-4	1.1	-2	-5	5	-6	-5
Cc1cc(C)cc(NC(=S)NCc2ccc3[nH]c4c(c3c2)CCCC4)c1	2.8*	7	0.9	16	-4	11	10	-175
Cn1c(=O)c(C(=O)COC(=O)c2cc(-c3ccco3)nc3ccccc23)c(N)n(Cc2ccccc2)c1=O	0.77	nt	0.95	nt	33	nt	5	23
COc1ccc(CCNC(=O)CSc2nnc3ccc(-c4ccncc4)nn23)cc1	1	1	1.1	-8	2	-7	-5	-4
CNC(=O)c1[nH]cnc1C(=O)Nc1ccc(C)cc1	0.99	2	1.4	-4	-5	-6	-36	0
CCCc1nc(SCC(=O)NC2CC2)c2c(C)c(C)sc2n1	0.96	-6	0.93	3	-6	-8	7	4
COC(=O)c1c(C)nc2ccccc2c1C(=O)O	1	-6	0.68	-1	2	6	32	-1
Cc1cccc(NC(=O)c2cc(N3C(=O)CCC3=O)ccc2Cl)n1	0.99	6	1	-3	2	-13	-3	1
Cc1cc(C)nc(NC(=O)c2ccc([N+](=O)[O-])o2)n1	0.99	-2	1.6	-2	9	6	-56	1
Cc1ccc(CS(=O)(=O)CCC(=O)NCCC2=CCCCC2)cc1	1.2	-5	1	-6	-6	-2	-5	-16
COc1cc2c(cc1OC)CN(C(C)C(=O)Nc1cccc(S(=O)(=O)N3CCOCC3)c1)CC2 (stereo not given)	1.1	3	1	2	4	-11	-2	-9
Cc1c[n+]([O-])n(-c2ccc(C(=O)O)cc2)n1	1	-2	1.1	2	-4	5	-15	-1
COC(=O)c1cc(-c2cccc(OC)c2)c2c(=O)[nH]c(=O)n(C)c2n1	0.85	-3	1.2	-3	-2	0	-24	15
COc1cc(/C=C/c2ccc3cccc(O)c3n2)c(Br)cc1O	0.76	nt	1.3	nt	-31	nt	-34	24
COc1ccccc1-n1nnnc1SCc1ccccc1	1.1	-2	0.94	3	-5	7	6	-6
O=C1CCC(/C=C/c2ccccc2)=NN1Cc1ccccc1Cl	0.98	-4	1.3	12	4	18	-31	2
O=C(Cn1ncc2c(=O)oc3ccccc3c21)NCc1cccnc1	0.95	-8	1.2	2	2	-7	-16	5
Cc1ccc(NS(=O)(=O)c2ccc(CCC(=O)NC3CC3)cc2)cc1	0.92	-10	0.76	-6	0	-4	24	8
Oc1ccc2ccccc2c1N=Nc1ccccn1	0.89	3	1.1	-7	8	-1	-9	11
CCCN1CNC(=S)N(CC2CCCO2)C1 (stereo not given)	1.1	-11	1.1	8	0	-1	-6	-14
CCOC(=O)c1ccc(N2C(=O)c3n[nH]c(C)c3C2c2ccco2)cc1 (stereo not given)	0.9	-3	1.9	-1	-2	-14	-94	10
CCOC(=O)C1CCN(C(=O)c2ccc(Cl)c(S(=O)(=O)N3CCCC3)c2)CC1	1	-6	1	6	-3	-5	-4	0
Clc1ccc(Nc2ncnc3c2cnn3-c2ccccc2)cc1	1.1	0	1	5	0	111*	-3	-6
NC(CS(=O)O)C(=O)O (stereo not given)	0.95	-3	1.2	1	-2	0	-17	5
COc1ccc(CCC(=O)NCCc2ccc(Cl)cc2)cc1	1	-4	0.89	-8	1	4	11	-1
CCn1cc(C(=O)NN)c(=O)c2cc(F)c(N3CCOCC3)cc21	1	0	1.1	0	-10	7	-6	-4
CCOC(=O)c1oc2c(c1C)/C(=N/O)CCC2	1.1	5	0.95	-13	-2	0	5	-12
O=S(=O)(c1ccc(Br)c2nsnc12)N1CCOCC1	1	-9	1.1	-3	-2	-3	-14	-2
C=CCOC(=O)C1=C(C)N(C)C(=O)NC1c1cc2c(cc1Br)OCO2 (stereo not given)	1.1	-6	1	-14	1	-11	-4	-5
CSc1ccccc1C(=O)Nc1ccccc1C	1	-12	1.1	-5	1	3	-13	0
Cc1ccc2c(c1)c(C)c(C)n2CC(O)CN1CCCCC1C (stereo not given)	1	1	0.91	1	-3	2	9	-4
CCOC(=O)c1cc2c(C)n(-c3ccc(OCC)cc3)c(C)c2ccc1=O	0.94	3	0.88	12	2	28	12	6
COc1ccc(-c2c(-c3ccc(OCC(=O)NN)cc3O)n[nH]c2C)cc1	1.1	-8	1.9	-7	0	2	-88	-14
CC(C)c1ccc(NC(=S)NN2CCOCC2)cc1	0.96	-8	0.96	-8	-7	27	4	4
CC(=O)N1CCN(C(=O)COc2ccc(Br)cc2)CC1	0.97	-8	1.1	9	-2	-13	-12	3
COc1ccc(-c2cc(C(=O)OCC(=O)NC(C)(C)C)c3ccccc3n2)cc1	1	nt	1	nt	-1	nt	0	-3
CC(=O)Nc1ccc(S(=O)(=O)N2CCN(CC(O)COc3ccc4ccccc4c3)CC2)cc1 (stereo not given)	0.96	12	0.93	-5	-3	5	7	4
COc1ccc(CCNCC(O)COc2cccc(Br)c2)cc1 (stereo not given)	0.99	0	1	-8	-3	-5	-4	1
Cc1ccn2c(NC3CCCC3)c(-c3ccsc3)nc2c1	1.3	-5	1.3	0	-7	10	-26	-26
CSCCC(NC(=O)c1ccccc1Cl)C(=O)N(C)CC(=O)Nc1ccc(N2CCOCC2)cc1 (stereo not given)	0.97	1	1.1	-7	-4	-2	-8	3
O=C(NC(=S)Nc1ccc(O)cc1)C1CCCC1	1.1	-2	0.98	-4	-5	-1	2	-5
CC(=O)c1c(C)[nH]c(C(=O)COC(=O)c2cc(C)oc2C)c1C	0.97	-10	0.82	4	4	-3	18	3
CCOC(=O)C1=C(C)NC(SC(C)=O)=NC1c1ccc(OC(C)=O)c(OC)c1 (stereo not given)	0.97	-4	0.97	3	-4	7	3	3

Other entries follow:
SMILES	mIAP act	HKDC1 inh	hIAP activ	ATG4B inhibitor	A3A deaminase	PfGluPho inh	hIAP inh	mIAP inh
CCOC(=O)C1=C(C)N(c2ccc(OCC)cc2)C(=O)/C1=C\c1ccco1	0.9	7	0.83	13	3	-1	16	10
O=C(NCCC(=O)N1CCCCCCC1)c1ccc(Cl)cc1	1.1	-2	0.89	-10	3	14	12	-9
C/C(=C1/SC(N2CCOCC2)=NC1=O)c1ccc(Cl)cc1	0.99	-1	0.77	6	2	-10	23	1
COc1ccc(S(=O)(=O)Nc2ccc(S(=O)(=O)Nc3cc(C)nc(C)n3)cc2)cc1OC	1	-2	0.86	-1	-4	13	14	0
CC1=CC(=O)C=C(C)C1=NOc1ccccc1[N+](=O)[O-]	0.85	21	1.2	-9	7	69*	-22	15
S=c1[nH]nc(COc2ccccc2)n1/N=C/C=C/c1ccccc1	0.99	-7	0.93	7	-3	16	7	0
COc1ccccc1CNS(=O)(=O)c1c(C(=O)N2CCCCC2)c(C)n(C)c1C	0.99	-8	1	5	-3	-7	-4	1
O=C1C2C3C=CC(C4CC34)C2C(=O)N1/N=C/c1ccc(-c2ccc([N+](=O)[O-])cc2)o1 (stereo not given)	0.97	-9	0.93	-12	-1	-3	7	3

Some of these compounds in order of length of the SMILES, smallest number first:
SMILES	mIAP act	HKDC1 inh	hIAP activ	ATG4B inhibitor	A3A deaminase	PfGluPho inh	hIAP inh	mIAP inh
CCCN1CNC(=S)N(CC2CCCO2)C1 (stereo not given)	1.1	-11	1.1	8	0	-1	-6	-14
CNC(=O)c1[nH]cnc1C(=O)Nc1ccc(C)cc1	0.99	2	1.4	-4	-5	-6	-36	0
COc1ccccc1CNC(=O)CN1C(=O)NC(c2ccccc2)(c2ccccc2)C1=O	1.1	-2	1.1	-2	-3	3	-8	-10
